Screens as filed in PubChem BioAssay.
TbPYK inhibitor – qHTS of Trypanosoma Brucei Inhibitors; pyruvate kinase (Trypanosoma brucei), Q57TT1; TbPYK enzyme, Kinase-Glo Plus ATP luminescence, 45 min; Potency, µM (series often up to 76.8 µM), without a hit: at the highest dose activity, negative = inhibition, actives largely listed as inhibitors; actives 0.12% (n = 410,000); AID 624173, 2012; note: potency is the fitted concentration of half-maximal effect; nearly all actives have a fitted effect of over 50% in size
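Quantitative HTS: titrated library compounds versus trypanosomal pyruvate kinase in TEA buffer (pH 7.2) containing KCl, MgCl2, BSA and Tween-20. Reactions were initiated with ADP, 130 uM final. Kinase-Glo Plus luminescence was read after 45 min at RT.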
LmPK inh – qHTS Assay for Inhibitors of Leishmania Mexicana Pyruvate Kinase (LmPK); purified LmPK, Kinase-Glo ATP luminescence, 1 h; Potency, µM (doses to about 57.5 µM), for inactives: top-dose activity change, negative = inhibition, most hits filed as inhibitors; actives 0.37% (n = 290,000); note: potency is the fitted concentration of half-maximal effect
Target sequence (Q27686 whole entry, looked up): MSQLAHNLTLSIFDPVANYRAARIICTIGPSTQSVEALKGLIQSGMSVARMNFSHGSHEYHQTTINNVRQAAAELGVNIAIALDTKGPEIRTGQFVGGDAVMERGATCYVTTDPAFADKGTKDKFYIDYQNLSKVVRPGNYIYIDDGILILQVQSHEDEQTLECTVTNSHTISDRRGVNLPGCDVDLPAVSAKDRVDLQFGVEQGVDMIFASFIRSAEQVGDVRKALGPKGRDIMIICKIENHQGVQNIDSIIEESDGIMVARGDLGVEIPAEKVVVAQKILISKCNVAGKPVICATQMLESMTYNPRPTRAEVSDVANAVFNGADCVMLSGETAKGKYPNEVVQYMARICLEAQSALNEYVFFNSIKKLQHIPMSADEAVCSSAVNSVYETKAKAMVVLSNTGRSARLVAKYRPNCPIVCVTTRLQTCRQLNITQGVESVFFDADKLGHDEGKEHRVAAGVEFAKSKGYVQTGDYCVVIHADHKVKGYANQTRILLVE
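Kinase-Glo luminescence read after 1 h RT reaction of 0.1 nM LmPK with 0.5 mM PEP and 0.1 mM ADP. Activity scaled between uninhibited and enzyme-free controls.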
AmpC detergent – qHTS Inhibitors of AmpC Beta-Lactamase (assay with detergent); AmpC hydrolysis of nitrocefin, absorbance 480 nm, 0.01% Triton; actives 0.041% (n = 370,000); Potency, µM (titrated, usually from 114 µM), without a hit: at the top dose activity change, negative = inhibition, usual class: inhibitors;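 note: potency is the fitted concentration of half-maximal effect; 0% = no-compound wells and -100% = no-enzyme wells; nearly all actives have a fitted effect of over 25% in size; some results filed as inactive show a strong effect at the top dose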
Target sequence (P00811 whole entry, looked up): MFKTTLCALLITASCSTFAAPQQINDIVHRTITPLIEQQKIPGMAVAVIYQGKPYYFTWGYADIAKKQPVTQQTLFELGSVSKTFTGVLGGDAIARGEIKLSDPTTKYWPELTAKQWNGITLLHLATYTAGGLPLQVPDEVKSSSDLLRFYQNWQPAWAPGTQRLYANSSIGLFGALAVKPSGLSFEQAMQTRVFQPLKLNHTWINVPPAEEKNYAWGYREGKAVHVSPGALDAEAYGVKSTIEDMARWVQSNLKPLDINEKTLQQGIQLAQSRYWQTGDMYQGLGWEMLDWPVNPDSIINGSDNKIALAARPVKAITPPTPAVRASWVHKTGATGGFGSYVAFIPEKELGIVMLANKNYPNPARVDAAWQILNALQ
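AmpC (5.3 nM in the dispensed reagent) in 20 mM phosphate pH 7.0 with 0.01% (detergent screen) or 0.0001% Triton X-100 was preincubated with compounds for 15 min at room temperature. Nitrocefin was then added from an 800 uM solution, and hydrolysis was followed at 480 nm.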
AmpC no deterg – qHTS Inhibitors of AmpC Beta-Lactamase (assay without detergent); AID 485341, 2010; P00811; Potency, µM (top dose mostly 57.1 µM), without a hit: at the top dose activity change, negative = inhibition, usual class: inhibitors; actives 0.52% (n = 330,000); AmpC nitrocefin hydrolysis, absorbance 480 nm, 0.0001% Triton;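 note: potency is the fitted concentration of half-maximal effect; plate controls were no compound for no effect and no enzyme for full effect; nearly all actives have a fitted effect of over 20% in size; some results filed as inactive show a strong effect at the top dose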
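AmpC (5.3 nM in the dispensed reagent) in 20 mM phosphate pH 7.0 with 0.01% (detergent screen) or 0.0001% Triton X-100 was preincubated with compounds for 15 min at room temperature. Nitrocefin was then added from an 800 uM solution, and hydrolysis was followed at 480 nm.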
HCMV inh – qHTS Assay for inhibitors of the human cytomegalovirus (HCMV). HFF cells, HCMV-luciferase reporter, 72 h; hits give low values. activity change, negative = inhibition, % at 57.5 µM. actives 4.5% (n = 410,000). AID 1259415, 2018; in the data active = activity change below about -60%; inconclusive = no clear call, values can overlap the other calls; inactive = above about -39%
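Screen run at 2 compound doses on HFFs infected with reporter HCMV, MOI 1 PFU/cell. Luciferase activity from cell lysates at 72 h post infection gave inhibition relative to buffer-only and Salinomycin wells.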
HCV inhibitor – qHTS Assay for Inhibitors of Hepatitis C Virus (HCV). actives 3.4% (n = 340,000). Potency, µM (highest dose often 41.8 µM), without a hit: top-dose activity change, negative = inhibition, most hits filed as inhibitors. Huh7.5.1 HCVcc-Cre infection, luciferase reporter, 44 h; note: potency is the fitted concentration of half-maximal effect
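Antiviral activity was scored by luciferase reporter output from cells infected with HCVcc-Cre (~0.5 moi) in presence of compound, 44 h infection period, cells seeded 1,000/well 4 h prior.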
AMA1 RON2 block – qHTS for Inhibitors of AMA1-RON; Towards Development of Antimalarial Drug Lead: Primary Screen. AlphaScreen AMA1-biotinylated RON2 peptide binding. Potency, µM (highest dose often 58.2 µM), without a hit: at the top dose activity change, negative = inhibition, actives largely listed as inhibitors. actives 0.2% (n = 360,000);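 note: potency is the fitted concentration of half-maximal effect; 0% = vehicle wells and -100% = peptide control; nearly all actives have a fitted effect of over 45% in size; some results filed as inactive show a strong effect at the top dose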
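AMA1 (3D7) with his tag at 25 nM final met compounds first, then biotinylated RON2 peptide at 25 nM; detection used donor plus acceptor beads, 10 µg/mL apiece, read by AlphaScreen after 30 min at room temperature.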
Active calls of the source: *; ? = inconclusive; / = no result given; & = joins results of further samples; [ ] = another dose, or the depositor's remark. Unless noted, calls come from the whole dose curve; as a rule, active = well fitted curve in the direction sought with a large enough effect; inconclusive = small, poorly fitted or top-dose-only effect, or another doubt; inactive = no such curve, though single readings can be large; an effect the other way counts as inactive or inconclusive. Unless noted, % is set by controls: 0 for no effect and ±100 for the full control effect.

Values run as follows: TbPYK inhibitor, LmPK inh, AmpC detergent, AmpC no deterg, HCMV inh, HCV inhibitor, AMA1 RON2 block
COC(=O)CN1C(=O)[C@H]2[C@@H](c3ccc(C)o3)N3C(=O)CN(CC4CC4)C(=O)[C@@]3(C)[C@H]2C1=O
 : -26.0%, 3.6%, -7.2%, 33.2%, 0.6, 16.1%, 20.5%
CC(C)Cn1cnc2c1c(=O)[nH]c(=O)n2Cc1ccccc1
 : 0.0%, 0.1%, 3.6%, 0.1%, 38.5, 7.3%, -2.5%
CC1CCN(S(=O)(=O)c2ccc3c(c2)N(CC(=O)NC(C)(C)C)C(=O)CS3)CC1
 : -0.2%, /, -0.1%, /, 14.6, /, /
O=C(CSc1cccc[n+]1[O-])c1ccc(Cl)s1
 : -0.2%, -2.0%, -2.3%, -13.1%, -2.4, 0.3%, -16.4%
CC(=O)Nc1cc2c3c(c1)CC(=O)N3CCC2
 : -0.1%, -2.7%, -5.1%, -2.6%, -24.9, -18.6%, 2.2%
COc1ccc(S(=O)(=O)N2CCOC2CNC(=O)C(=O)NCc2ccncc2)cc1 (stereo unspecified)
 : -4.9%, -1.2%, 1.5%, -0.4%, -10.7, 14.4%, -3.0%
O=C(COC(=O)CCN1C(=O)c2cccc([N+](=O)[O-])c2C1=O)NC1CCS(=O)(=O)C1 (stereo unspecified)
 : 4.5%, -0.5%, -5.6%, -6.6%, ?, 10.5%, -2.8%
O=C(O)CCC(=O)Nc1ccc(/C=C/C(=O)C2CC2)cc1
 : -0.9%, 2.2%, 1.0%, 120.2%[activator], -27.0, 13.4%, 11.6%
CN(CC1CCCN(CCc2cccc(C(F)(F)F)c2)C1)C(=O)c1cc2ccccc2o1 (stereo unspecified)
 : 4.9%, -0.2%, ?, 312.9%[activator], ?, ?, -15.2%
Cc1cc(S(=O)(=O)NCc2ccccc2)ccc1OCC(=O)Nc1cccc([N+](=O)[O-])c1
 : -8.9%, 5.1%, -1.2%, 19.1%, -8.2, ?, -18.5%
Cc1ccc(NS(=O)(=O)c2cc(Br)cnc2N)c(Cl)c1
 : -2.5%, 2.8%, 1.1%, -31.6%, -15.2, 8.1%, 6.7%
Cc1ccc(C(=O)NNC(=O)CSc2nnc3c(n2)[nH]c2ccc(F)cc23)cc1
 : -7.6%, 0.5%, ?, -16.8%, 1.2, ?, 50.4%[activator]
O=C(COc1ccc(S(=O)(=O)N2CCCC2)cc1)NCc1cccnc1
 : 2.8%, -0.1%, ?, -6.2%, -5.0, 12.1%, 13.5%
Cc1coc2c(C)c3oc(=O)c(CCC(=O)NCCCn4ccnc4)c(C)c3cc12
 : 4.2%, -4.7%, ?, -6.6%, -30.8, ?, -20.5%
CO/N=C(/CN1CCCCC1)c1ccc(Cl)cc1
 : 1.9%, 0.9%, 12.8%, -4.3%, ?, 12.7%, -14.4%
COc1ccccc1CN(C)C(=O)c1ccc2c(c1)NC(=O)CS2
 : -1.6%, 3.8%, -4.9%, -0.3%, -19.1, ?, 15.2%
COc1cccc(C(=O)N(c2ccc(OC)cc2OC)C2C=CS(=O)(=O)C2)c1 (stereo unspecified)
 : -3.7%, -1.7%, -3.4%, 10.4%, 5.1, -1.2%, -0.8%
Cc1ccccc1-c1noc(-c2cc3ccccc3oc2=O)n1
 : 0.1%, /, 14.4%, /, 17.2, /, /
Cc1ccc(N2CC(NC(=O)C(=O)c3c(C)[nH]c4ccccc34)CC2=O)cc1 (stereo unspecified)
 : 3.8%, /, -11.8%, -4.1%, -28.0, ?, 7.1%
COC(=O)c1ccccc1NC(=O)c1ccccc1NS(C)(=O)=O
 : -8.2%, 1.7%, -10.4%, -17.4%, 8.0, ?, -0.8%
O=C(CCN1C(=O)/C(=C/c2cccs2)SC1=S)Nc1ccc(C(=O)O)cc1
 : -4.5%, -6.6%, 5.8%, -34.7%, -7.8, 4.0%, -14.5%
CC(NC(=O)OC(C)(C)C)C(=O)Oc1cc2oc(=O)cc(-c3ccccc3)c2cc1Cl (stereo unspecified)
 : 1.1%, 1.6%, 5.0%, -26.2%, /, -1.6%, 5.4%
CCCCC[C@H]1CN(C2CCCCC2)C(=O)[C@@H]1CC(=O)NCc1ccc(OC)cc1
 : -10.3%, 0.6%, -2.4%, 173.0%[activator], ?, ?, -5.0%
COc1ccccc1CCC(=O)NNC(=O)c1ccncc1
 : 0.2%, /, ?, -2.2%, ?, 0.7%, 73.0%[activator]
CC(C)(C)S(=O)(=O)Cc1nc(-c2ccc(Cl)c(Cl)c2)cs1
 : -4.6%, 6.3%, -1.4%, 26.7%, 26.2, ?, -7.9%
COc1ccc(-c2cc(C3CCN(c4cc(Cl)nc(N)n4)CC3)[nH]n2)cc1
 : -4.0%, 0.1%, ?, 24.3%, -60.2*, ?, -3.6%
COc1ccc(N2CCN(S(=O)(=O)c3cc(Br)cc4c3N(C(=O)C3CC3)CC4)CC2)cc1
 : -6.6%, /, -8.3%, /, -4.4, /, /
CC(Oc1ccccc1Cl)C(=O)N1CCCN(C)CC1 (stereo unspecified)
 : -4.0%, -0.8%, -4.1%, 15.6%, 30.7, 7.5%, 1.9%
CCOc1ccc(NC(=O)C2CCN(S(=O)(=O)c3ccc4c(c3)NC(=O)C(C)S4)CC2)cc1 (stereo unspecified)
 : -7.7%, -16.0%, -6.1%, -42.8%, -30.4, ?, 0.0%
COc1ccc(CCNC(=O)c2cc(=O)c3cc(C)cc(C)c3o2)cc1OC
 : -1.2%, /, 10.9%, /, -19.6, /, /
Cc1ccc2nc(NC(=O)COC(=O)c3ccccn3)sc2c1
 : 3.2%, -1.3%, 1.0%, -14.0%, 19.3, 17.9%, 22.4%
COc1ccc(CN2CCNC(=O)C2CC(=O)NC2CCCC2)cc1OC (stereo unspecified)
 : -6.3%, -8.5%, 2.1%, 20.3%, -12.5, 16.9%, -6.3%
Cc1cc(C)c(Cn2c(C3CC(=O)N(c4ccc(F)cc4)C3)nc3ccccc32)c(C)c1 (stereo unspecified)
 : -7.1%, /, 21.4%, /, 0.1, /, /
O=C(NCCCN1CCCC1=O)C1CCN(S(=O)(=O)c2ccc(Cl)cc2)CC1
 : 5.5%, /, -4.6%, -3.3%, 9.4, 19.8%, 81.9%[activator]
O=C(CCc1ccccc1Cl)Nc1ccc(S(=O)(=O)N2CCOCC2)cc1
 : -2.5%, /, -2.5%, -27.1%, -19.2, -9.3%, 2.9%
CCOC(=O)c1ccccc1NS(=O)(=O)c1cnn(CC)c1C
 : -0.7%, 4.3%, -3.6%, 22.1%, 11.8, 11.2%, 10.5%
CCOc1ccc(-c2cn(-c3ccc(C)cc3)c(SCC(=O)Nc3ccc(C)cc3)n2)cc1
 : 1.4%, /, -2.7%, /, 11.3, /, /
CCCCOC(=O)c1ccc(NC(=O)c2ocnc2C)cc1
 : -4.4%, -14.2%, ?, 61.0%[activator], 26.0, -21.4%, -8.0%
COc1ccc2c(Sc3ccc(C)cc3)c(C(=O)NC(C)C)[nH]c2c1
 : -1.8%, /, -2.5%, /, 13.4, /, /
CCNC(=O)COC(=O)c1cc(S(=O)(=O)N2CCCCC2)ccc1C
 : 0.3%, 0.5%, -15.6%, -0.3%, -2.3, 2.4%, -3.2%
CCn1ccnc1CN1CCN(CC=C(C)C)C(CCO)C1 (stereo unspecified)
 : 1.4%, 0.7%, -3.0%, -9.0%, -20.8, 10.8%, 10.5%
O=C(CN1CCCCC1)N1CCCc2c1c(=O)oc1ccc(OCc3ccccc3)cc21
 : 5.2%, 3.4%, -7.5%, 120.2%[activator], -30.3, ?, -14.0%
COc1ccccc1/C=C/C(=O)NCC(=O)N/N=C/c1ccc2c(c1)OCO2
 : 0.0%, -2.0%, 3.4%, -7.3%, -25.2, -17.2%, 0.3%
Cc1ccc2nc(Cl)c(-c3ccccc3)cc2c1
 : -0.9%, /, /, /, 16.7, -27.5%, 7.8%
CCN(CC)S(=O)(=O)c1ccc2c(c1)c(=O)c(C(=O)NCCCN(C)c1ccccc1)cn2C
 : -1.6%, 2.3%, ?, 0.4%, 23.1, 18.0%&-25.3%, -16.8%

Profiles, quoted from the list. Values in the order: TbPYK inhibitor, LmPK inh, AmpC detergent, AmpC no deterg, HCMV inh, HCV inhibitor, AMA1 RON2 block
`O=C(NCCCN1CCCC1=O)C1CCN(S(=O)(=O)c2ccc(Cl)cc2)CC1` in the list: 5.5%, /, -4.6%, -3.3%, 9.4, 19.8%, 81.9%[activator]
`Cc1ccc2nc(NC(=O)COC(=O)c3ccccn3)sc2c1` in the list: 3.2%, -1.3%, 1.0%, -14.0%, 19.3, 17.9%, 22.4%
`O=C(CN1CCCCC1)N1CCCc2c1c(=O)oc1ccc(OCc3ccccc3)cc21` in the list: 5.2%, 3.4%, -7.5%, 120.2%[activator], -30.3, ?, -14.0%
`Cc1ccc2nc(Cl)c(-c3ccccc3)cc2c1` in the list: -0.9%, /, /, /, 16.7, -27.5%, 7.8%
`COc1ccccc1/C=C/C(=O)NCC(=O)N/N=C/c1ccc2c(c1)OCO2` in the list: 0.0%, -2.0%, 3.4%, -7.3%, -25.2, -17.2%, 0.3%

Continuation:
Values run as follows: TbPYK inhibitor, LmPK inh, AmpC detergent, AmpC no deterg, HCMV inh, HCV inhibitor, AMA1 RON2 block
CSc1ccc(S(=O)(=O)N2CCC(C(=O)Nc3cccnc3)CC2)cc1
 : 0.0%, -1.3%, -8.6%, -9.9%, -17.4, 8.3%, 0.0%
NC(=O)c1oc2ccccc2c1NC(=O)c1ccc([N+](=O)[O-])o1
 : 1.4%, 10.4%, ?, -9.1%, -102.2*, ?, 0.2%
Cc1c(C(=O)Nc2ccc(F)cc2)oc2ccc(S(=O)(=O)N3CCC4(CC3)OCCO4)cc12
 : 5.6%, 3.6%, 4.0%, 75.7%[activator], -63.3*, 4.47µM*, 24.6%
COc1ccccc1NC(=O)c1ncn(-c2ccccc2)n1
 : 4.5%, /, -8.8%, /, 194.3, /, /
CNC(=O)COC(=O)c1cc(-c2ccccc2)nn1-c1ccccc1
 : 0.7%, -2.5%, 4.6%, 34.8%, -39.4, -5.1%, -8.3%
COc1ccc(-n2nc(C(=O)NCC(=O)N3CCN(c4ccccc4)CC3)c3ccccc3c2=O)cc1OC
 : -1.2%, 4.7%, -8.8%, 158.6%[activator], 41.7, -22.7%, -14.8%
Cc1ccc(OCCNC(=O)CCNC(=O)c2ccc(Cl)cc2)cc1
 : -4.6%, /, -2.6%, -13.0%, -17.2, 14.0%, 7.4%
